VP16 counter – VP16 counterscreen qHTS for inhibitors of ROR gamma transcriptional activity; Potency, µM (series often up to 53.6 µM), inactives show top-dose activity, negative = inhibition, hits mostly inhibitors; hit rate 3.5% among 310,000; AID 2546, 2010; Drosophila S2 Gal4-VP16 UAS-luciferase, luminescence, 20 h;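 note: Gal4-VP16 expression switched on by copper sulfate through the metallothionein promoter; potency is the fitted concentration of half-maximal effect; % is set by controls: 0 for no effect and ±100 for the full control effect; nearly all actives have a fitted effect of over 50% in size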
Giardia kill – Small Molecules that selectively kill Giardia lamblia: qHTS; AID 540267, 2011; Giardia lamblia trophozoite viability; activity change, % at 7.66 µM, hits read low; hit rate 0.15% among 340,000; in the data active = activity change below about -80%; inconclusive = between about -30% and that limit;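 note: parasites exposed to compound for two days anaerobically before the ATP read; % is set by controls: 0 for no effect and ±100 for the full control effect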
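Each well holds 100 Giardia trophozoites and compound. After two days (48 hrs) at 37 deg C in anaerobic conditions, ATP is quantified by luminescence.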
NPC1 prom act – qHTS Assay for NPC1 Promoter Activators; AID 485313, 2010; hit rate 2.4% among 320,000; Huh7 NPC1 promoter luciferase reporter, 24 h; Potency, µM (top dose mostly 9.22 µM), inactives show at the top dose activation, hits mostly activators;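 note: potency is the fitted concentration of half-maximal effect; % of control where 0% means no effect; nearly all actives have a fitted effect of over 60% in size; reporter is driven by a mutant NPC1 promoter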
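Compounds in DMSO were transferred onto Huh7 NPC1-luciferase reporter cells pre-incubated 2 h; after 24 h at 37 °C, Amplite reagent was dispensed and luminescence recorded 10 min later.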
PKM2 activator – qHTS Assay for Activators of Human Muscle isoform 2 Pyruvate Kinase; Pyruvate kinase PKM (Homo sapiens), P14618; purified PKM2, Kinase-Glo ATP luminescence, activation; response scale: 0% is enzyme alone, no compound; Potency, µM (series often up to 57.5 µM), for inactives: at the highest dose activation, most hits filed as activators; hit rate 0.34% among 260,000; AID 1631, 2009; note: potency is the fitted concentration of half-maximal effect; % is set by controls: 0 for no effect and ±100 for the full control effect; nearly all actives have a fitted effect of over 55% in size
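ATP formation by purified human PK-M2, quantified via coupled luciferase luminescence after 1 h at room temperature with 0.1 mM ADP and 0.5 mM PEP final.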
Menin-MLL TR inh – qHTS Assay for Inhibitors Targeting the Menin-MLL Interaction in MLL Related Leukemias: Competition With Texas Red Labeled MLL-derived Mutant Peptide; Menin + Texas Red MLL mutant peptide, fluorescence polarization; Potency, µM (top dose mostly 61.6 µM), for inactives: at the top dose FP activity change, negative = inhibition, hits mostly inhibitors; AID 1768, 2009; hit rate 0.23% among 270,000; O00255; active = well fitted inhibition curve with a large enough effect in the polarisation, with a control signal flat, not every such curve was filed as active; inconclusive = small, poorly fitted or top-dose-only effect, or effect the other way, or a change in a side signal; inactive = no such curve, though single readings can be large or run the other way; the % refers to the polarisation; note: potency is the fitted concentration of half-maximal effect; % of control where 0% means no effect; many of its hits are not listed in these tables
Target sequence (O00255 whole entry, looked up): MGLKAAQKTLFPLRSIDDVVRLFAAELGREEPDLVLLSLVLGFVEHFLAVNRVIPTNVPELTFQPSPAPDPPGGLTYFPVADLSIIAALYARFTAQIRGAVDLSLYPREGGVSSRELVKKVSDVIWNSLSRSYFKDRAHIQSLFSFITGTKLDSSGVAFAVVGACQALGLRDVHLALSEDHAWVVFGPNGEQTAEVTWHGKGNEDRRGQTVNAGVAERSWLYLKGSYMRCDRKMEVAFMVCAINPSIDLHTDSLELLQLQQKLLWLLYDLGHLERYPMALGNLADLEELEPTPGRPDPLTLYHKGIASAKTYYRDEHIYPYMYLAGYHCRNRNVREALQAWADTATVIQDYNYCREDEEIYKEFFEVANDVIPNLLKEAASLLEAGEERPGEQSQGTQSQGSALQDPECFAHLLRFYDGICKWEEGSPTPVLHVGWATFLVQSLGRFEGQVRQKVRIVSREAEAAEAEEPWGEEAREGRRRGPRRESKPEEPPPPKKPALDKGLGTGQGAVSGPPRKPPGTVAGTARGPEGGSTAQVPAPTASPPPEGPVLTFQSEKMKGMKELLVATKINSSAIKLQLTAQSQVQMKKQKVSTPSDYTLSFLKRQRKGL
RORg inh – qHTS for inhibitors of ROR gamma transcriptional activity | Drosophila S2 Gal4-RORgamma UAS-luciferase reporter, 20 h | Potency, µM (series often up to 53.6 µM), for inactives: at the top dose activity change, negative = inhibition, most hits filed as inhibitors | hit rate 5.4% among 310,000 | AID 2551, 2010; note: potency is the fitted concentration of half-maximal effect; % is set by controls: 0 for no effect and ±100 for the full control effect; nearly all actives have a fitted effect of over 60% in size
Target sequence (P51450 whole entry, looked up, the tested form may be a part): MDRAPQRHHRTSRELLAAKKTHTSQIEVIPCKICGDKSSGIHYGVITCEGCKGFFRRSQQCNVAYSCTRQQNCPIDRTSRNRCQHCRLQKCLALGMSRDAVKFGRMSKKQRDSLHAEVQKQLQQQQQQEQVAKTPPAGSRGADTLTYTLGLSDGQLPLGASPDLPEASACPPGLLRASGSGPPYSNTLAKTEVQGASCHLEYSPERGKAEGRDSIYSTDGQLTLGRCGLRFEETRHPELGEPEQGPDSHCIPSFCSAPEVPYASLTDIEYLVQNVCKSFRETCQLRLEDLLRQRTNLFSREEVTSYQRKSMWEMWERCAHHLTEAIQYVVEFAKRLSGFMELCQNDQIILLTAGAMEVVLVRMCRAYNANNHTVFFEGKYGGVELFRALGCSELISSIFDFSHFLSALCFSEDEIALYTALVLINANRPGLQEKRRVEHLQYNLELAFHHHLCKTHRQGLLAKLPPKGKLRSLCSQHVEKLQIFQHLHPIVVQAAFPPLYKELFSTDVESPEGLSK
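Read-out: Photinus luciferase luminescence; inhibitors lower reporter signal. Insect Schneider cells with Gal4-ROR gamma fusion under metallothionein promoter, UAS reporter; 700 uM final copper sulfate induction, 20 hr, ambient temperature.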
p53 reactivator – qHTS assay for re-activators of p53 using a Luc reporter; H1299 p53-A138V BP100-luciferase reporter, luminescence, 24 h; Potency, µM (top dose mostly 92.2 µM), without a hit: at the top dose activity change, positive = activation, usual class: activators; hit rate 0.063% among 320,000; note: potency is the fitted concentration of half-maximal effect; % of control where 0% means no effect; nearly all actives have a fitted effect of over 45% in size
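p53-null H1299 cells stably carrying temperature-sensitive p53-A138V and a BP100-luciferase reporter were pinned with compounds (4-point, 1:5 series) and held 24 hrs at 37 deg C. Luminescence was read 10 min after detection reagent.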
BRCA1 expr up – qHTS Assay to Identify Small Molecule Activators of BRCA1 Expression | hit rate 1.1% among 380,000 | Potency, µM (highest dose often 46.1 µM), for inactives: at the highest dose activation, usual class: activators | MCF7-BRCA1-FFLuc reporter, luminescence, 48 h; response scale: scaled: vehicle 0%, 10 µM genistein 100%; note: potency is the fitted concentration of half-maximal effect; nearly all actives have a fitted effect of over 80% in size; some results filed as inactive show a strong effect at the top dose
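Reporter cells (MCF7, BRCA1 promoter-firefly luciferase) received library compounds across a concentration series for 48 h. End-point luminescence was measured and concentration-effect curves derived after normalization.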
FLuc modulator – qHTS profiling assay for firefly luciferase inhibitor/activator using purifed enzyme and Km concentrations of substrates (counterscreen for miR-21 project); hit rate 6.9% among 360,000; Potency, µM (highest dose often 57.5 µM), without a hit: at the highest dose activity change, negative = inhibition, hits mostly inhibitors; Luciferin 4-monooxygenase (Photinus pyralis), P08659; purified FLuc, Km substrates, luminescence inhibition;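 note: potency is the fitted concentration of half-maximal effect; plate controls were vehicle for no effect and reference inhibitor for full effect; nearly all actives have a fitted effect of over 55% in size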
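Purified P. pyralis luciferase (10nM final) with 10uM D-luciferin and 10uM ATP (Km levels) in 50mM Tris acetate pH 7.5, 10mM Mg acetate, 0.01% Tween-20, 0.05% BSA; qHTS 6-point titration, ~60 µM downward; luminescence read.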
ELG1 genotoxic – qHTS screen for small molecules that induce genotoxicity in human embryonic kidney (HEK293T) cells expressing luciferase-tagged ELG1; AID 504466, 2011; HEK293T ELG1-luciferase reporter, luminescence, 16 h; hit rate 1.3% among 330,000; Potency, µM (top dose mostly 46 µM), for the others: top-dose activity change, positive = activation, hits mostly activators; note: potency is the fitted concentration of half-maximal effect; % of control where 0% means no effect; nearly all actives have a fitted effect of over 60% in size
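Reporter readout depends on ELG1 protein level, which increases with genetic stress. After 16 hr compound exposure at 37 °C, luciferase activity was quantified using ONE-Glo.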
Rab9 prom act – qHTS Assay for Rab9 Promoter Activators | hit rate 2.8% among 320,000 | AID 485297, 2010 | Potency, µM (titrated, usually from 9.22 µM), without a hit: at the top dose activation, negative = inhibition, actives largely listed as activators | Huh7 Rab9 promoter-luciferase reporter, luminescence, 24 h; note: potency is the fitted concentration of half-maximal effect; % of control where 0% means no effect; nearly all actives have a fitted effect of over 60% in size
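Huh7 reporter line, Rab9 promoter upstream of luciferase. Compound exposure 24 h at 37 °C in reduced-serum medium with 10% FBS. Read-out: luminescence.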
Starred values were filed as active, the others as inactive; ? = inconclusive; . = no result given; [ ] = remark or other dose. Unless noted, calls come from the whole dose curve; as a rule, active = well fitted curve in the direction sought with a large enough effect; inconclusive = small, poorly fitted or top-dose-only effect, or another doubt; inactive = no such curve, though single readings can be large; an effect the other way counts as inactive or inconclusive.

molecule	VP16 counter	Giardia kill	NPC1 prom act	PKM2 activator	Menin-MLL TR inh	RORg inh	p53 reactivator	BRCA1 expr up	FLuc modulator	ELG1 genotoxic	Rab9 prom act
CCc1ccc(NC(=O)Cn2nnc(C(=O)NCc3ccc(OC)cc3)c2N)cc1	3.0%	22.9	0.3%	.	.	-16.9%	5.4%	-1.5%	2.1%	2.2%	-0.6%
Cc1ccc(OCCn2cc(C(=S)N3CCCC3)c3ccccc32)cc1C	-2.4%[0.365 µM]	15.1	-4.9%	-5.7%	-15.9%	6.31µM*	7.3%	-33.1%	2.8%	-24.3%	-2.4%
C=CCn1c(O)c(N=NC(=S)Nc2ccccc2C)c2cc(S(=O)(=O)N3CCOCC3)ccc21	2µM*	0.0	-3.4%	-9.6%	?	0.501µM*	-9.5%	-51.6%	3.5%	-1.1%	-2.0%
NCC12CC3CC(C1)CC(c1ccc(Cl)cc1)(C3)C2	?	-5.4	-2.6%	2.4%	?	?	-10.2%	-80.7%[inhibitor]	5.6%	-17.9%	-1.7%
CCNC(=S)NNC(=O)c1cc(CC(C)C)nc2ccccc12	?	1.8	-8.2%	-7.1%	15.1%	0.398µM*	-3.8%	-29.0%	?	-2.0%	4.7%
Cc1cccc(NC(=O)C2CCN(S(=O)(=O)c3ccc4c(c3)NC(=O)CO4)CC2)c1	-17.7%	3.5	-3.2%	.	25.4%	?	-5.0%	0.3%	-0.6%	-3.1%[9.26 µM]	0.2%
CCN(CC)CCCn1c2c(c(SCC(=O)Nc3ccccc3Cl)nc1=O)CCC2	.	-4.3	-1.8%	.	.	.	-1.5%	-11.6%	2.1%	-1.3%	-5.2%
N#CC1(NC(=O)COC(=O)c2nc(Cl)ccc2Cl)CCCCC1	.	-15.1	0.1%	.	.	.	-0.7%	-3.9%	-22.5%	-0.9%	0.8%
CNC(=S)N(Cc1cccs1)Cc1cc2ccc(OC)cc2[nH]c1=O	2.2%	6.0	2.0%	?	-1.9%	12.9%	-2.6%	-35.0%	3.8%	-2.3%	-3.6%
CCCC(=O)Nc1nnc(COC)s1	0.0%	-14.1	-1.3%	-3.6%	18.4%	-14.3%	-1.6%	15.3%	-0.5%	0.0%	-2.7%
COCCn1nnnc1CN(Cc1cccnc1)Cc1cc2cc(OC)ccc2[nH]c1=O	1.1%	-10.1	0.2%	-3.8%	-5.9%	23.2%	-1.1%	-27.0%	3.4%	-0.4%	3.1%
COc1ccc(OC)c(C(=O)Cn2nnc(-c3ccc(N4CCOCC4)cc3)n2)c1	-6.3%	8.3	-0.2%	-2.8%	.	-5.4%	0.0%	-1.1%	9.53µM*	-6.7%	0.8%
N=c1c2c(-c3ccccc3)c(-c3ccccc3)n(Cc3ccco3)c2ncn1CCCO	3.16µM*	22.0	-22.2%	7.5%	.	3.16µM*	-7.5%	-31.6%	3.7%	-1.1%	-16.3%
O=C(NCC1CCCO1)C(c1ccc(N2CCOCC2)cc1)N(C(=O)Cn1nnc2ccccc21)c1ccccc1F (centres undefined)	7.6%	37.7[activator]	-2.2%	1.2%	-0.4%	-3.1%	-2.2%	31.4%	-1.4%	0.8%	-0.2%
C=CCOc1c(Br)cc(/C=N/O)cc1OCC	-21.0%	-16.0	0.6%	-1.1%	-0.2%	-16.1%	-12.6%	-24.8%	-0.4%	0.1%	-6.9%
CN(CCc1ccccn1)S(=O)(=O)c1ccccc1F	4.6%	-2.4	0.6%	-6.0%	-5.6%	23.3%	0.8%	1.9%	4.9%	1.4%	6.3%
CCc1nnc(NC(=O)c2cc(-c3cccnc3)nc3ccccc23)s1	9.5%	2.6	1.3%	.	-12.7%	-21.1%	-4.4%	-35.4%	?	-1.0%	0.5%
Cc1c(OCC(=O)NC2CCN(Cc3ccccc3)CC2)ccc2c3c(c(=O)oc12)CCC3	-4.8%	7.5	-6.0%	.	.	-16.7%	1.5%	1.4%	1.1%	6.2%	-8.2%
COC(=O)c1nc2n(n1)C(c1cccc(Cl)c1)C1=C(CC(C)(C)CC1=O)N2 (centres undefined)	2.1%	-9.9	3.1%	-1.4%	-1.8%	-9.2%	-1.7%	0.0%	-1.5%	5.7%	7.2%
COc1ccc2cc(C3CC(c4cccs4)=NN3S(C)(=O)=O)c(Cl)nc2c1 (centres undefined)	-3.5%	13.4	-1.4%	-3.5%	-3.2%	?	9.9%	1.7%	?	2.3%	2.2%
COc1ccccc1-c1cc(C2CC2)nc(N)c1C#N	12.5%	2.7	6.5%	1.7%	-21.5%	40.4%	3.1%	-14.4%	-1.1%	4.9%	9.3%
Cc1nnc(CN(C)Cc2cn[nH]c2-c2ccc(-c3ccccc3)cc2)o1	-5.8%	-6.5	3.9%	-12.6%	0.5%	16.9%	3.5%	15.4%	-17.4%	5.1%	-2.1%
COc1cccc(CCNC(=O)C2CCCN(c3ncnc4c3nc3n4CCCCC3)C2)c1OC (centres undefined)	-4.9%	11.1	0.9%	.	-27.6%	-2.8%	-2.8%	1.8%	-0.1%	-5.8%	2.4%
CCc1ccccc1NC(=O)Nc1cnccn1	-4.2%	-3.2	-4.9%	0.9%	-1.0%	7.0%	-7.1%	1.2%	0.9%	4.0%	0.1%
CC1CCc2c(sc3nn[nH]c(=O)c23)C1 (centres undefined)	-16.9%	8.1	1.1%	1.2%	-7.2%	30.0%	18.7%	29.1%	-12.7%	-1.4%	-4.3%
CC1CCCC(NC(=O)CCNC(=O)c2ccc(Br)cc2)C1C (centres undefined)	.	2.7	1.4%	.	.	.	-0.8%	31.0%	-0.7%	0.6%	-5.8%
CN1CCN(CCN2CCn3c2nc2ccccc23)CC1	-0.7%	10.9	0.2%	-3.3%	10.3%	-9.8%	-3.8%	20.4%	-1.4%	0.4%	-0.1%
O=C(Nc1cccc(-c2nnc(-c3ccccc3)o2)c1)C1CC1	1.7%[10 µM]	-11.0	18.8%	0.6%	-5.8%	23.6%	-0.9%	8.91µM*	?	6.4%	0.3%[1.84 µM]
Cc1ccc(Cl)cc1N1CCN(CC(=O)Nc2ccc(CN3CCCCC3)cc2)CC1	-5.1%	13.8	-2.7%	-4.9%	10.5%	-8.5%	-10.0%	-34.8%	3.5%	0.0%	0.9%
COc1cccc(/C=C/C(=O)c2ccc3c(c2)OCO3)c1OC	.	-19.0	20.5%	.	.	.	?	-46.0%	0.953µM*	?	26.8%

Next structures follow:
molecule	VP16 counter	Giardia kill	NPC1 prom act	PKM2 activator	Menin-MLL TR inh	RORg inh	p53 reactivator	BRCA1 expr up	FLuc modulator	ELG1 genotoxic	Rab9 prom act
Cc1cccc(CNC(=O)c2ccc3nc(Cc4ccccc4F)oc3c2)n1	3.3%	18.8	3.55µM*	24.6%	.	12.5%	?	12.6µM*	26.9µM*	?	3.55µM*
CCn1cc(S(=O)(=O)CC(=O)Nc2ccc(C)cc2)c2ccccc21	2.4%	-14.8	0.6%	-3.7%	-0.8%	30.4%	-13.6%	0.0%	-7.2%	-4.1%	1.0%
COc1ccccc1CC1(C)NC(=O)N(CC(=O)N2CCc3ccccc3C2)C1=O (centres undefined)	8.4%	-1.9	-3.5%	0.5%	-0.8%	-15.5%	-7.8%	2.4%	-0.1%	2.4%	-2.9%
O=C1N=C(N2CCN(c3cccc4ccccc34)CC2)S/C1=C/c1cccs1	-2.0%	-10.3	11.0%	0.0%	-14.0%	-14.4%	-7.6%	-32.3%	0.3%	-7.9%	0.8%
CCOC(=O)CCNCC1COc2ccccc2O1 (centres undefined)	-3.5%	13.2	1.4%	-12.7%	9.6%	-23.1%	1.7%	-1.8%	-0.5%	-0.5%	1.0%
C=CC(=O)NC(C)(C)CCN1CCOCC1	?	7.4	-17.2%	-7.2%	?	-26.6%	-2.5%	1.4%	-0.5%	-11.9%	-26.8%
COC(=O)c1ccccc1NC(=S)NC(=O)c1ccccc1	?	11.4	3.4%	21.8%	31.7%[activator]	1µM*	5.1%	-8.6%	-9.1%	5.6%	0.6%
N/C(=N\OC(=O)COc1ccc2ccccc2c1)c1ccncc1	-17.0%	7.9	-3.9%	0.6%	3.7%	11.3%	0.7%	66.5%	?	-2.6%	1.6%

Source: PubChem (National Center for Advancing Translational Sciences (NCATS))

These rows are one share of the data (hit frequency here may not be typical).
